Mm-Cpn inhibitor = inhibitors of Methanococcus maripaludis chaperonin (MmCpn); 330,000 tested, 0.031% active; Potency, µM (series often up to 76.9 µM), for the others: at the highest dose activity, negative = inhibition, hits mostly inhibitors; purified Mm-Cpn ATPase, ADP Transcreener TR-FRET; AID 504842; note: potency is the fitted concentration of half-maximal effect; % is set by controls: 0 for no effect and ±100 for the full control effect; nearly all actives have a fitted effect of over 80% in size
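TR-FRET (320 nm excitation; 590 and 665 nm emission) reports ADP made from 10 uM ATP by 25 nM enzyme; compounds were preincubated 10 min, reaction run 30 min, both at 37°C.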
TGFb inhibitor = inhibitors of TGF-b signaling | HepG2 CAGA-GFP TGF-b/SMAD3 reporter, GFP fluorescence, 18 h; TGF-beta stimulated, 500 pg/mL final | Potency, µM (series often up to 46.1 µM), for inactives: at the top dose activity, negative = inhibition, most hits filed as inhibitors | 410,000 tested, 1.2% active; note: potency is the fitted concentration of half-maximal effect; % is set by controls: 0 for no effect and ±100 for the full control effect; nearly all actives have a fitted effect of over 65% in size
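Using HEPG2 CAGA-GFP reporter cells at 1000 cells/well, we pinned test compounds, stimulated with recombinant TGF-beta (500 pg/mL final) and measured total well GFP after 18 h.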
Abeta yeast res = A-beta toxicity reversal in yeast; yeast expressing A-beta42, growth rescue, OD600, 48 h; response scale: 0% DMSO, 100% iron-clioquinol control; Potency, µM (series often up to 46.1 µM), for the others: top-dose growth rescue, hits mostly activators; 410,000 tested, 0.063% active; AID 1347071; note: potency is the fitted concentration of half-maximal effect; nearly all actives have a fitted effect of over 55% in size
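Growth rescue measured by 600 nm absorbance after 48 h yeast culture at 30 C with compound. Values normalized between DMSO and an equimolar ferric chloride plus clioquinol control.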
Akt phos inh = Akt phosphorylation inhibition; Neuro2A IGF-stimulated pAkt S473 HTRF, 20 min; active compounds read low; activity change, % for hits at 50 µM; 360,000 tested, 0.32% active; in the data active = activity change below about -80%; inconclusive = mostly about -51% to -80%; note: % is set by controls: 0 for no effect and ±100 for the full control effect
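Neuro2A cells (4,500/well, DMEM with 0.5% FBS) were treated with compound at a single 50 µM final concentration, stimulated with 6 nM IGF for 20 min at 37 °C, and lysed. Phospho-Akt Ser473 was read by HTRF as 665/615 ratio ×10^4.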
A549 tox = kills or reduces viability of A549 cells in Nrf2 counter-screen; 390,000 tested, 0.16% active; AID 504648; A549 ARE-Fluc cells, CellTiter-Fluor viability, 18-24 h; Potency, µM (titrated, usually from 46 µM), inactives show top-dose activity change, negative = cytotoxicity, usual class: inhibitors; note: potency is the fitted concentration of half-maximal effect; % is set by controls: 0 for no effect and ±100 for the full control effect
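A549 ARE-Fluc cells in 5% FBS OPTI-MEM, 5000 cells/well, rested 2 h then exposed to compounds in concentration-response for 18-24 h at 37 °C. Viability by CellTiter-Fluor fluorescence (Ex 405/Em 525) after 30 min; luciferase luminescence (BugLite, 15 min, RT) read afterwards.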
CCT modulator = cytosolic chaperonin activity modulation. purified chaperonin ATPase assay, HTRF ADP detection, 30 min. activity change, % (test concentration not listed), hits read low. 360,000 tested, 0.3% active. AID 651819; in the data active = activity change below about -30%; note: % is set by controls: 0 for no effect and ±100 for the full control effect
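First, chaperonin was dispensed at 40 nM or 20 nM final depending on batch activity. Next, compounds were pinned at 76 uM and ATP added at 10 uM. After 30 min at 37 °C, ADP detection reagents ran 30 min at ambient temperature.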
Nrf2 inh = inhibitors of Nrf2 signaling; Potency, µM (highest dose often 46 µM), for the others: top-dose activity change, negative = inhibition, hits mostly inhibitors; A549 ARE-Fluc reporter, luciferase luminescence, 18-24 h; 360,000 tested, 2.1% active; note: potency is the fitted concentration of half-maximal effect; % is set by controls: 0 for no effect and ±100 for the full control effect; nearly all actives have a fitted effect of over 60% in size
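Reporter: ARE-Fluc in A549. Exposure: 18-24 h, 37 °C, 5% CO2, 5% FBS OPTI-MEM. Readouts: fluorescent cytotoxicity (CellTiter-Fluor), then luminescent Nrf2 signal after BugLite.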
Nrf2 ARE act = Nrf2 pathway activation | AREc32 ARE-luciferase reporter (MCF7-derived line), luminescence, 24 h | 410,000 tested, 0.31% active | Potency, µM (doses to about 46.1 µM), without a hit: top-dose activation, usual class: activators; note: potency is the fitted concentration of half-maximal effect; % of control where 0% means no effect; nearly all actives have a fitted effect of over 65% in size
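ARE-driven firefly luciferase activity in AREc32 cells measured after a 24 hr compound exposure at 37 deg C, using Steady-Glo reagent and a 30 min room-temperature hold.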
HepG2 viability = kills HepG2 cells in TGF-b inhibitor counter-screen | AID 588856 | 410,000 tested, 0.76% active | Potency, µM (highest dose often 46.1 µM), for inactives: top-dose activity change, negative = cytotoxicity, actives largely listed as cytotoxic | HepG2 CAGA-GFP viability, ATP luminescence, 18 h; note: potency is the fitted concentration of half-maximal effect; some results filed as inactive show a strong effect at the top dose
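HepG2 CAGA-GFP cells (1000/well, DMEM with 1% FBS) received compound, then TGF-beta at 500 pg/mL final, and were incubated 18 hours at 37 degrees C. Viability was read by CellTiter-Glo luminescence. Media-only wells were set as complete cell-killing and DMSO as no toxicity.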
* hit, by the source's call; i = inactive; ? = inconclusive; / = no result given; [ ] = another dose, or the depositor's remark. Unless noted, calls come from the whole dose curve; as a rule, active = well fitted curve in the direction sought with a large enough effect; inconclusive = small, poorly fitted or top-dose-only effect, or another doubt; inactive = no such curve, though single readings can be large; an effect the other way counts as inactive or inconclusive.

SMILES | Mm-Cpn inhibitor | TGFb inhibitor | Abeta yeast res | Akt phos inh | A549 tox | CCT modulator | Nrf2 inh | Nrf2 ARE act | HepG2 viability
CC1=C(C(=O)NCc2cccc(Cl)c2)C2(CCCCCC2)OC1=O | / | -7% | 13% | / | 15% | / | ? | 0.5% | -26%
CNc1oc(-c2ccc(Cl)cc2)nc1C#N | -2% | -12% | -12% | i | 12% | 0.3 | ? | 15% | -12%
CC1(C(=O)Nc2ccccc2Br)CCN1C(=O)Cc1ccccc1Cl (stereo not drawn) | / | 7% | -2% | i | / | 0.2 | / | 0.6% | 3%
CCOc1cc(/C=N/NC(N)=S)cc(Br)c1OCc1ccccc1C | 1% | -23% | ? | i | -17% | 1.7 | ? | 5.0% | -52%
COc1cc2c(cc1OC)CN(C(=O)/C=C/c1cccc([N+](=O)[O-])c1)CC2 | 0% | -6% | -12% | i | -5% | -4.3 | -19% | -0.4% | 5%
CN(C)C(CNc1ncnc2sccc12)c1cccs1 (stereo not drawn) | 1% | ? | -9% | i | 6% | -2.2 | -2% | 0.4% | -2%
COc1cc(NC(=O)COC(=O)/C=C/c2ccc(Cl)cc2Cl)cc(OC)c1 | 0% | ? | 13% | i | 1% | 0.9 | -2% | 0.0% | -17%
COc1ccc(CNC(=O)c2c[nH]c3c(OC)cc(OC)cc3c2=O)cc1 | 1% | 0% | 3% | i | -3% | 1.3 | 1% | -0.5% | -11%
O=C1C=C(c2ccc3ccccc3c2)C[C@@H](c2ccc(Cl)cc2)C1 | 0% | ? | -3% | i | 1% | 1.1 | ? | 3.6% | -11%
O=C1CC(c2ccccc2Cl)CC(O)=C1C=Nc1ccccc1 (stereo not drawn) | 3% | 4% | -13% | i | -12% | 0.8 | 3% | 0.8% | 2%
FC(F)(F)c1cccc(N/N=C/c2ccccc2)c1 | -10% | 11µM* | 5% | i | 3% | -2.3 | 8% | -0.2%[9.22 µM] | -43%
O=C(NCc1cccs1)C1CCN(S(=O)(=O)c2ccc(Cl)cc2)CC1 | 1% | 6% | -2% | i | 1% | -2.9 | -32% | 2.6% | 13%
CC(C)CNC(=O)c1ccccc1-c1ccccc1C(=O)O | -7% | ? | 19% | i | -7% | 2.0 | ? | 0.2% | 0%
O=C(O)c1ccc(NCc2nc3ccccc3n2Cc2ccccc2)cc1 | 0% | -1% | ? | i | -2% | -1.5 | ? | -1.5% | -6%
O=C(C[n+]1cc(-c2ccccc2)n2c1CCCCC2)c1ccc(Cl)cc1 | -3% | 5% | 2% | i | -20% | -2.3 | 4% | 0.0% | -18%

4 records picked at random from those above:
SMILES | Mm-Cpn inhibitor | TGFb inhibitor | Abeta yeast res | Akt phos inh | A549 tox | CCT modulator | Nrf2 inh | Nrf2 ARE act | HepG2 viability
CCOc1cc(/C=N/NC(N)=S)cc(Br)c1OCc1ccccc1C | 1% | -23% | ? | i | -17% | 1.7 | ? | 5.0% | -52%
CN(C)C(CNc1ncnc2sccc12)c1cccs1 (stereo not drawn) | 1% | ? | -9% | i | 6% | -2.2 | -2% | 0.4% | -2%
CC1(C(=O)Nc2ccccc2Br)CCN1C(=O)Cc1ccccc1Cl (stereo not drawn) | / | 7% | -2% | i | / | 0.2 | / | 0.6% | 3%
CC(C)CNC(=O)c1ccccc1-c1ccccc1C(=O)O | -7% | ? | 19% | i | -7% | 2.0 | ? | 0.2% | 0%

The list goes on.
SMILES | Mm-Cpn inhibitor | TGFb inhibitor | Abeta yeast res | Akt phos inh | A549 tox | CCT modulator | Nrf2 inh | Nrf2 ARE act | HepG2 viability
CN(C)S(=O)(=O)c1ccc(Cl)c(NC(=O)COC(=O)CNS(=O)(=O)c2c(F)cccc2F)c1 | / | 6% | 0% | i | -2% | 2.4 | 9% | -0.2% | 0%
COc1ccc(Nc2ccccc2NC(=O)c2ccccc2Br)cc1 | 0% | -2% | -17% | i | 0% | -2.0 | ? | 0.2% | -18%
N#Cc1cnn2c1nc(N1CCOCC1)c1ccccc12 | 0% | 1% | -20% | i | / | 0.2 | ? | -0.7% | -20%
Nc1nonc1OCCOCCOCCOc1nonc1N | 2% | 14% | -8% | i | 1% | 0.7 | 1% | -0.5% | 9%
O=C(Oc1ccccc1/C=C\C(=O)c1cc2ccccc2o1)c1cccc(F)c1 | -7% | 5% | 24% | i | -1% | -0.3 | ? | 14% | -17%
CC(NC(=O)c1cccc(F)c1)C1CC2CCC1C2 (stereo not drawn) | / | 11% | ? | i | 7% | 0.7 | 7% | -0.4% | -5%
O=C(NCc1ccco1)C1CC2CCC1C2 (stereo not drawn) | 1% | -1% | -8% | i | 11% | 1.1 | 2% | 3.6% | -21%
Nc1c(C2=NCCO2)nnn1Cc1ccccc1 | 1% | 1% | -9% | i | / | -2.1 | ? | -0.5% | -14%
Cc1cccc(N2CC(C(=O)Nc3nnc(SCC(=O)NCC4CCCO4)s3)CC2=O)c1 (stereo not drawn) | -6% | 4% | 4% | i | 0% | -0.4 | 0% | 0.0% | 2%
Cc1cc2nc(-c3cccc(Br)c3)c(Cc3ccccc3)n2c(C)c1Br | / | ? | -2% | i | / | -0.7 | / | 11µM* | -38%
O=C1CCCCC(=O)N(c2ccccc2)c2ccccc21 | -2% | -1% | 4% | i | -2% | -0.1 | -13% | 0.1% | 1%
COc1ccc(C2=NNC(=Nc3cc(S(=O)(=O)N(C)C)ccc3C)SC2)c(OC)c1 | 0% | ? | 15% | i | -30% | -1.6 | ? | 8.4% | -30%
Cc1ccc(NC(=O)c2ccccc2N(C)S(=O)(=O)c2ccccc2)c(C)c1 | 0% | 15% | 24% | i | -1% | -0.8 | -4% | 0.3% | -9%
CN(c1ccc(C(=O)N2CCCCCC2)cc1)S(=O)(=O)c1ccccc1 | 1% | -25% | 7% | i | -2% | 2.1 | ? | 1.0% | -24%
Cc1ccc(C)c(S(=O)(=O)N2CCCCC2CCNC(=O)C(=O)NCc2ccncc2)c1 (stereo not drawn) | -3% | -29% | 5% | i | -3% | -3.2 | ? | 0.2% | 7%
Cc1ccc(Cn2c(C)c(CNCc3ccc(OC(C)C)cc3)c(C(=O)O)c2C)cc1 | / | 4% | -13% | / | -1% | / | 13% | 1.2% | -6%
CC1(C(=O)O)COC(c2ccc(Cl)cc2)OC1 (stereo not drawn) | 2% | 0% | 4% | i | 6% | -1.0 | 0% | -0.6% | 8%
COc1cccc(NC(=O)CSc2nc(=O)n(Cc3ccccn3)c3c2CCC3)c1 | / | ? | -2% | / | 5% | / | / | 4.4% | -25%
O=C(NCCS(=O)(=O)NC1CCCCC1)c1ccc2c(c1)OCO2 | -7% | 4% | -3% | i | -12% | -3.6 | 13% | 0.4% | -3%
N#Cc1nc(-c2ccco2)oc1N1CCN(Cc2ccccc2)CC1 | -3% | ? | -3% | i | -4% | 2.0 | -13% | 4.0% | -2%
CCc1ccccc1NC(=O)C(=O)c1cc(C)n(-c2ccccc2F)c1C | / | -17% | 1% | / | 0% | / | 15% | 6.4% | -25%
NC(=O)Cc1nc(-c2ccc(F)cc2)cs1 | 2% | 28% | 6% | i | -1% | 1.7 | -24% | -0.6% | 40%
CCN(C(=O)c1cc2c(Cl)nc3ccc(C)cc3c2s1)c1cc(OC)ccc1OC | / | -26% | 1% | / | 0% | / | -28% | 0.0% | 3%
CCOC(=O)C1(CCCc2ccccc2)CCN(C(=O)CCn2cncn2)CC1 | 2% | 3% | -5% | i | 0% | 0.0 | -2% | 0.1% | 13%
OC(CNCc1ccccc1)COc1ccccc1 (stereo not drawn) | 2% | -3% | -4% | i | 0% | -3.2 | 8% | 1.4% | -4%
Cc1ccc(Cl)cc1NC(=O)CC1Sc2ccccc2NC1=O (stereo not drawn) | / | ? | -6% | / | 0% | / | 11% | 0.1% | 5%
COc1ccc(CCC(=O)N(c2nnc(-c3cccnc3)s2)C(C)C)cc1 | 1% | -1% | -17% | i | 5% | -2.3 | -10% | 2.2% | -4%
COc1ccc(C(=O)N[C@H](C(=O)Nc2ccc(S(=O)(=O)N3CCOCC3)cc2)C(C)C)cc1 | -1% | 1% | -6% | i | ? | 0.2 | -17% | -0.5% | 3%
COCc1ccc([C@@H]2C[C@H]3CN(Cc4cccnc4)C(=O)[C@]34CCCN24)o1 | -4% | 4% | 5% | i | -6% | -4.0 | -7% | -0.6% | 2%
COCCNC(=O)c1cc2c(c(-c3cccc(-c4cc5ccccc5o4)c3)n1)[C@H](CCO)N(S(=O)C(C)(C)C)C2 (stereo partly drawn) | / | -5% | -2% | i | / | -0.3 | / | 24% | -5%
Cc1ccc(NC(=S)Nc2c(C)n(C)n(-c3ccccc3)c2=O)cc1 | 3% | 0% | 0% | i | 2% | 1.1 | 20% | 0.3% | -5%
Cc1ccccc1C(=O)N1CCC(C(=O)Oc2ccc(C#N)cc2)CC1 | -1% | -1% | -6% | i | 0% | -3.3 | ? | 0.3% | -8%
CCc1ccccc1Oc1coc2cc(O)ccc2c1=O | -1% | 14% | -5% | i | 10% | 1.0 | 1% | 2.2% | 2%
CCN(CC)c1ccc(NS(=O)(=O)c2ccc(-c3coc(C)n3)cc2)c(C)c1 | / | ? | -10% | / | -9% | / | / | 0.1% | -16%
CN(c1ccc(F)cc1)S(=O)(=O)c1ccc2[nH]cc(C(=O)O)c(=O)c2c1 | 0% | -1% | 6% | i | -5% | 1.0 | / | 0.0% | 0%
Cc1[nH]c(=O)[nH]c(=O)c1CSc1nnc([C@H](CC(C)C)NC(=O)OC(C)(C)C)o1 | 1% | 18% | 4% | i | -5% | -2.1 | -12% | -0.5% | -16%
N#Cc1nc(COc2ccccc2F)oc1NCCCn1ccnc1 | 2% | 8% | 18% | i | 4% | -1.9 | 3% | -0.3% | -20%
